Bioassay records deposited in PubChem BioAssay by several laboratories.
Efflux pump mplx – inhibitors of Candida antifungal efflux pumps expressed in yeast; S. cerevisiae Candida pump triplex, Nile Red efflux; inhibition, % at 10 µM; 330,000 tested, 0.44% active; AID 485275;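 active = plate passing quality check with inhibition over a set limit, or well fluorescence over plate mean plus 4 SD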;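 also: Nile Red retained in pooled yeast measured as flow cytometry median fluorescence; 0% = buffer negative control and 100% = Enniatin B positive control; higher means more Nile Red kept so more efflux inhibition; some compounds called inactive have numbers as strong as hits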
procasp3 activ – procaspase-3 (human) activation | P42574 | recombinant procaspase-3 D3A, Ac-DEVD-pNA absorbance 405 nm | activation, % at 8.5 µM | 330,000 tested, 0.11% active | AID 463141;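 active = activation above the mean of all tested compounds plus 3 SD, cut at about 21% in these data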;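 also: 0% = DMSO alone and 100% = DMSO wells spiked with extra 5 µM PC-3 D3A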
Target sequence (P42574 whole entry D9A/D28A/D175A): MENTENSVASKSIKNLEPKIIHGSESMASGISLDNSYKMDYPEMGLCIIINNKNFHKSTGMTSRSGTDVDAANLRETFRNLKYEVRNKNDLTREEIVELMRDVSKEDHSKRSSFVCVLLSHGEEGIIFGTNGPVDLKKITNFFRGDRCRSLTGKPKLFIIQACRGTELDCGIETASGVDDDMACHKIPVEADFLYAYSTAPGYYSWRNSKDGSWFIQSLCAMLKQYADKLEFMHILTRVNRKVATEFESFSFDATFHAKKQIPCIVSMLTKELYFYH
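Assay system – Procaspase-3 D3A mutant · Benchmarks – DMSO low control, extra-enzyme high control · Technique – 405 nm absorbance of p-nitroaniline, reads at 0 and 120 min · Doses – 8.5 µM nominal · Measure – % activation between DMSO and enzyme-spiked controls · Also added – Ac-DEVD-pNA chromogenic peptide substrate · Schedule – 1 h compound preincubation, 2 h substrate hydrolysis at 25 °C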
TPT1 inhibitor – blocks Candida albicans tRNA 2'-phosphotransferase. recombinant caTPT1, FP RNA substrate dephosphorylation. inhibition, % at 5 µM. 300,000 tested, 0.81% active. AID 1962;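 active = inhibition above the mean of all tested compounds plus 3 SD, set per screening campaign, cut at about 24% in these data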;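 also: plate controls were DMSO alone for no effect and ferristatin control at 100 nM for full effect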
PP5 primary – inhibitors of human protein phosphatase 5 (PP5). P53041. purified PP5c, OMFP substrate fluorescence. inhibition, % at 6.7 µM. 320,000 tested, 0.18% active. AID 1987;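 active = inhibition above the campaign's mean inhibition across all tested compounds plus 3 SD, cut at about 9.5% in these data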;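 also: 0% = DMSO only and 100% = 100 µM cantharidin control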
CTSL1 counter – blocks F. hepatica cathepsin L1 in PFM18AAP counter-screen | 300,000 tested, 0.49% active | inhibition, % at 5.96 µM | recombinant F. hepatica cathepsin L1, Z-Leu-Arg-MCA fluorescence;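 active = inhibition above the mean of all tested compounds plus 3 SD, set per screening campaign, cut at about 17% in these data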;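 also: 0% = plate median of test compound wells and 100% = 1 µM Z-Phe-Ala-diazomethylketone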
core dimer inh – HCV core protein dimerization inhibition; inhibition, % at 5 µM; 300,000 tested, 0.33% active; AID 1899; TR-FRET GST/Flag-core106 dimerization, 1536-well;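 active = inhibition above the mean of all tested compounds plus 3 SD, set per screening campaign, cut at about 45% in these data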
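System: GST/Flag-tagged HCV core106 proteins. Incubation: compound-protein-antibody incubation 4 h at 22.5 °C. Technique: HTRF with 340 nm excitation, 617/671 nm emission. Medium: KF-containing HEPES buffer, pH 7.45, DTT, CHAPS, BSA. Read-out: inhibition (%) from 671 over 617 nm ratio. Also added: Eu(K)-anti-GST 90 ng/mL plus XL665-anti-Flag 1 µg/mL.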
PP1 counter – counter-screen for PP5 inhibitors: inhibitors of human PP1-alpha. purified PP1alpha, OMFP fluorescence. 320,000 tested, 0.9% active. AID 2235. P62136. inhibition, % at 6.7 µM;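 active = inhibition above the mean inhibition of all tested compounds plus 3 SD, computed separately for each screening campaign, cut at about 15% in these data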
Target sequence (P62136 whole entry, looked up): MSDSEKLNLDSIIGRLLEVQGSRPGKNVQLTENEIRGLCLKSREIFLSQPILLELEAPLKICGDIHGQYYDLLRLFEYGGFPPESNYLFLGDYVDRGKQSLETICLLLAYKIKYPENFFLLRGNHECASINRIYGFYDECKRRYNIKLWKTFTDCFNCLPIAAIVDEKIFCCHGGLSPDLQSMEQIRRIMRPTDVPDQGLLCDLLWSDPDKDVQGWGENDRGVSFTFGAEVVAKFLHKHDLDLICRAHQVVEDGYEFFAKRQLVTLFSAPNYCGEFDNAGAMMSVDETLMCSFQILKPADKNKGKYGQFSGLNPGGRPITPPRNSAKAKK
proCasp7 act – counter-screen: procaspase-7 (human) activation; P55210; recombinant procaspase-7, Ac-DEVD-pNA absorbance 405 nm; D23A/D198A/D206A triple mutant, cannot self-cleave; scale: DMSO 0, 5 µM enzyme 100; activation, % at 8.5 µM; 330,000 tested, 0.093% active; AID 463210;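 active = percent activation above the screen-wide mean plus 3 SD, cut at about 25% in these data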
Target sequence (P55210 whole entry D23A/D198A/D206A): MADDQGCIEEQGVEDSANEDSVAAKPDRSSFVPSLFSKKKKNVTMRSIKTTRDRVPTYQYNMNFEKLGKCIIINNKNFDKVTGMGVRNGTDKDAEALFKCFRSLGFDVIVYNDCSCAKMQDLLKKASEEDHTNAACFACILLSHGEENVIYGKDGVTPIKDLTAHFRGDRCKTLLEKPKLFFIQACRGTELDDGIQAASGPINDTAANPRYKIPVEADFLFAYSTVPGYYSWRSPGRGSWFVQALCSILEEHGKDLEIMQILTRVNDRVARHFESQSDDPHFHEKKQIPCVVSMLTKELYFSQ
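Test system: Procaspase-7 triple mutant (PC-7 D3A). Also added: Ac-DEVD-pNA substrate, 400 µM as added. Schedule: 1 h enzyme–compound preincubation and 2 h substrate reaction, both 25 °C. Signal: p-Nitroaniline absorbance at 405 nm, read at 0 and 120 min. Control set: low DMSO alone, high DMSO plus 5 µM PC-7.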
JMJD2C inh – inhibitors of human GASC-1 (JMJD2C) demethylase; 330,000 tested, 0.069% active; Q9H3R0; GST-JMJD2C(1-420) H3K9me3 demethylation, DELFIA europium; AID 2099; inhibition, % at 2.35 µM;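 active = more than half of a compound's replicate wells show inhibition beyond 50%, single wells judged on their own value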;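 also: signal counts dimethyl H3K9 product captured on neutravidin plate; 0% = median of DMSO wells and 100% = 0.3 times that DMSO median; strong numbers were not always called active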
* hit, by the source's call; nt = not tested or not shown. Random draw from the library; 2.9% or so of the library scored in one or more.

Compound	Efflux pump mplx	procasp3 activ	TPT1 inhibitor	PP5 primary	CTSL1 counter	core dimer inh	PP1 counter	proCasp7 act	JMJD2C inh
O=C(O)c1ccc2c(c1)ncn2C1CCCCC1	0.0	4	0	-0.4	0	6	-3	0	0
Cc1ccc(NC(=O)Cn2cc(S(=O)(=O)c3ccc(C)cc3)c(=O)c3cc(F)ccc32)cc1	-0.1	-1	1	0.5	1	26	-4	6	3
COc1ccc(NC(=O)c2ccc3c(c2)OCCO3)cc1OC	-0.6	2	-1	-1.3	1	4	-2	0	10
O=C(/C=C/c1ccccc1)Nc1ccc(N2CCCCC2)cc1	-0.1	5	1	2.9	4	-8	-1	-2	12
O=C(N/N=C/c1cccnc1)C(O)(c1ccccc1)c1ccccc1	0.1	5	2	1.0	2	-2	-9	2	0
C=C(C)COc1ccc2c(CC)cc(=O)oc2c1	0.1	0	0	0.8	4	-2	2	-1	5
CCS(=O)(=O)NCC(c1cccnc1)N1CCN(c2ccccc2)CC1 (stereo unspecified)	-0.1	8	-2	-0.4	1	14	1	-1	-3
COc1ccc(/C=C(/C#N)c2cccnc2)cc1OC	0.0	2	-1	-0.4	4	1	-4	3	7
O=C(CN1CCCC1)NC(c1ccccc1)c1ccccc1	0.0	-8	-6	0.8	0	-2	3	6	-5
O=C(CCSCCc1ccccn1)Nc1nccs1	-0.1	9	1	0.3	-2	3	-1	-6	6
O=C(CN1CCOCC1)Nc1ccc(F)cc1	0.1	-1	0	-2.5	2	1	-2	0	6
COc1cc(NC(=O)CN(C)S(=O)(=O)c2cccs2)cc(OC)c1	-0.1	-1	-2	-1.3	-9	-24	0	-5	-6

Remaining list, next part:
Compound	Efflux pump mplx	procasp3 activ	TPT1 inhibitor	PP5 primary	CTSL1 counter	core dimer inh	PP1 counter	proCasp7 act	JMJD2C inh
O=C(CSc1nnc(-c2cccnc2)s1)Nc1cccc(C(=O)O)c1	-0.1	4	-1	1.0	0	-3	-3	12	0
COc1ccc(NS(=O)(=O)c2ccc3c(c2)[C@H]2C=CC[C@H]2[C@@H](c2ccc(C(=O)O)cc2)N3)cc1	-0.1	-1	6	2.9	7	23	19*	-8	-19
O=C(CCc1nc(-c2ccc(F)cc2)no1)Nc1cccc(C(=O)NC2CC2)c1	0.5	-3	nt	nt	nt	nt	nt	2	-1
C=CCSc1[nH]c(=O)cc(C)c1C(N)=O	0.1	2	-5	0.0	3	5	4	-1	0
CC(=O)Nc1ccc(NC(=O)C2CCN(C(=O)c3ccc([N+](=O)[O-])cc3)CC2)cc1	-0.2	-2	-1	0.5	-1	3	0	-5	5
CCn1cc(/C=C(\NC(=O)c2ccccc2OC)C(=O)NCCCN2CCOCC2)c2ccccc21	-0.1	6	-3	0.5	5	1	-1	-3	-7
CN1CCN(S(=O)(=O)c2ccc(NC(=S)NC(=O)C3CCCC3)cc2)CC1	0.2	0	-4	3.6	2	0	0	-10	12
CCC1(CC)NC(=O)N(CC(=O)Nc2ccc(-n3cnnn3)cc2)C1=O	0.5	-3	nt	nt	nt	nt	nt	1	1
COc1cccc(C(=O)N/N=C/C(Br)=C/c2ccccc2)c1	-2.5	3	-1	-0.4	-4	3	-2	1	4
Cc1ccc(NC(=O)c2ccc(-n3cccn3)c([N+](=O)[O-])c2)cc1C	-0.1	5	-5	5.1	-1	-2	-1	-3	13
CC1(c2ccc(Cl)cc2)NC(=O)N(CC(=O)N2CCc3ccccc3C2)C1=O (stereo unspecified)	0.3	-4	nt	4.0	nt	nt	0	-19	-5
Cc1ccc(-c2cccc(NC(=O)C3C(C(=O)O)[C@@H]4C=C[C@H]3C4)c2)o1 (stereo partly specified)	-0.1	-2	16	-1.0	1	31	4	1	1

(list continues)
Compound	Efflux pump mplx	procasp3 activ	TPT1 inhibitor	PP5 primary	CTSL1 counter	core dimer inh	PP1 counter	proCasp7 act	JMJD2C inh
CCn1c(SCC(=O)NC(C)C)nnc1-c1cccs1	-0.1	6	3	4.0	-4	-3	-2	9	7
Cc1c(C2CC(=O)N(c3ccccc3)C2=O)[nH]n(-c2ccccc2)c1=O (stereo unspecified)	-0.1	2	-5	1.7	6	-4	-1	-2	5
O=C(CCNS(=O)(=O)c1cccc2nonc12)Nc1ccc(Cl)cc1	0.2	-6	-5	1.1	-5	4	-3	8	7
Cc1ccc(C)c(Cn2c3ccccc3c3cnn(CC(=O)NCCCN4CCCCC4)c(=O)c32)c1	0.1	-6	0	2.5	2	-6	-1	8	-2
COc1cccc(/C=C2\SC(=O)N(CCC(=O)N3CCCCC3CCO)C2=O)c1 (stereo unspecified)	0.1	-2	-3	-3.8	-2	2	-7	-8	-7
CCN(CC)C(C)C(=O)Nc1c2c(cc3c1CCC3)CCC2 (stereo unspecified)	0.3	2	0	-1.1	5	-5	-1	-2	-4
O=C(C1=C(O)C(=O)N(CCc2ccccc2)C1c1cccnc1)c1ccco1 (stereo unspecified)	0.0	-10	3	-3.9	8	-3	12	-28	-43
Oc1[nH]c2ccccc2c1C=Nc1ccc2c(c1)OCO2	-0.1	-8	-1	2.5	7	-26	2	-15	11
COc1ccccc1CNC(=O)c1ccc(C)s1	-0.1	3	0	0.1	1	-1	-2	8	2
CC(=O)CC(=O)NC1C2CC3CC(C2)CC1C3 (stereo unspecified)	0.0	7	-4	-3.1	5	-4	-4	4	29
CC(C)CNS(=O)(=O)c1ccc(OCC(=O)Nc2ccc3c(c2)OCO3)c(Cl)c1	-0.1	3	-6	4.1	4	-3	-1	4	-8
COc1ccccc1C(=O)N(Cc1ccc(Cl)cc1)C1CCS(=O)(=O)C1 (stereo unspecified)	0.1	-6	0	-3.9	4	6	-4	13	-6

An excerpt taken from the entries so far:
Compound	Efflux pump mplx	procasp3 activ	TPT1 inhibitor	PP5 primary	CTSL1 counter	core dimer inh	PP1 counter	proCasp7 act	JMJD2C inh
COc1cccc(C(=O)N/N=C/C(Br)=C/c2ccccc2)c1	-2.5	3	-1	-0.4	-4	3	-2	1	4
Cc1ccc(NC(=O)c2ccc(-n3cccn3)c([N+](=O)[O-])c2)cc1C	-0.1	5	-5	5.1	-1	-2	-1	-3	13
CC1(c2ccc(Cl)cc2)NC(=O)N(CC(=O)N2CCc3ccccc3C2)C1=O (stereo unspecified)	0.3	-4	nt	4.0	nt	nt	0	-19	-5
Cc1ccc(-c2cccc(NC(=O)C3C(C(=O)O)[C@@H]4C=C[C@H]3C4)c2)o1 (stereo partly specified)	-0.1	-2	16	-1.0	1	31	4	1	1
CCn1c(SCC(=O)NC(C)C)nnc1-c1cccs1	-0.1	6	3	4.0	-4	-3	-2	9	7
Cc1c(C2CC(=O)N(c3ccccc3)C2=O)[nH]n(-c2ccccc2)c1=O (stereo unspecified)	-0.1	2	-5	1.7	6	-4	-1	-2	5
O=C(CCNS(=O)(=O)c1cccc2nonc12)Nc1ccc(Cl)cc1	0.2	-6	-5	1.1	-5	4	-3	8	7
Cc1ccc(C)c(Cn2c3ccccc3c3cnn(CC(=O)NCCCN4CCCCC4)c(=O)c32)c1	0.1	-6	0	2.5	2	-6	-1	8	-2
COc1cccc(/C=C2\SC(=O)N(CCC(=O)N3CCCCC3CCO)C2=O)c1 (stereo unspecified)	0.1	-2	-3	-3.8	-2	2	-7	-8	-7
CCN(CC)C(C)C(=O)Nc1c2c(cc3c1CCC3)CCC2 (stereo unspecified)	0.3	2	0	-1.1	5	-5	-1	-2	-4
O=C(C1=C(O)C(=O)N(CCc2ccccc2)C1c1cccnc1)c1ccco1 (stereo unspecified)	0.0	-10	3	-3.9	8	-3	12	-28	-43
Oc1[nH]c2ccccc2c1C=Nc1ccc2c(c1)OCO2	-0.1	-8	-1	2.5	7	-26	2	-15	11
COc1ccccc1CNC(=O)c1ccc(C)s1	-0.1	3	0	0.1	1	-1	-2	8	2

(listing goes on)
smiles,Efflux pump mplx,procasp3 activ,TPT1 inhibitor,PP5 primary,CTSL1 counter,core dimer inh,PP1 counter,proCasp7 act,JMJD2C inh
Cc1sc2ncnc(N3CCN(S(=O)(=O)c4ccc(F)cc4)CC3)c2c1C,-0.1,0,1,3.6,-3,-4,0,-9,4
O=[N+]([O-])c1ccc(N2CCN(c3ccc(F)cc3)CC2)cn1,0.1,4,0,0.1,3,1,-1,-8,-1
COc1ccc(C(=O)C2CCCN(S(=O)(=O)C(C)C)C2)c(C)c1 (stereo unspecified),-0.1,1,2,1.6,-2,2,8,8,19
COc1ccc(-n2c(Cc3cc(=O)[nH]c(=O)[nH]3)nnc2SCC(=O)Nc2cc(C(F)(F)F)ccc2Cl)cc1,-0.1,-9,5,-0.3,1,1,-4,5,0
CC(=O)Oc1ccc(/C=N\NC(=O)c2cc3c(ccc4ccccc43)o2)cc1,0.0,4,-3,0.5,0,8,3,0,9
COc1ccccc1C(=O)NCC(=O)NNC(=O)c1cccs1,0.2,-1,nt,nt,nt,nt,nt,6,-1

2 records drawn at random from those above, as already listed:
smiles,Efflux pump mplx,procasp3 activ,TPT1 inhibitor,PP5 primary,CTSL1 counter,core dimer inh,PP1 counter,proCasp7 act,JMJD2C inh
C=C(C)COc1ccc2c(CC)cc(=O)oc2c1,0.1,0,0,0.8,4,-2,2,-1,5
O=[N+]([O-])c1ccc(N2CCN(c3ccc(F)cc3)CC2)cn1,0.1,4,0,0.1,3,1,-1,-8,-1
